Screening results deposited in PubChem BioAssay by The Scripps Research Institute Molecular Screening Center.
CHRM4 agonist = CHRM4 agonism in calcium assay. P08173. CHO-K1 hM4/Gqi5, Fluo-8 calcium fluorescence; vehicle 0%, full acetylcholine response 100%. activation, % at 3 µM. 0.14% of 360,000 active. AID 624127;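 active = activation above the run mean over all test wells plus 3 SD, cut at about 32% in these data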;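 note: peak over basal fluorescence ratio per well then scaled between controls; 0% = DMSO wells and 100% = acetylcholine at EC100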
Target sequence (P08173 whole entry, looked up): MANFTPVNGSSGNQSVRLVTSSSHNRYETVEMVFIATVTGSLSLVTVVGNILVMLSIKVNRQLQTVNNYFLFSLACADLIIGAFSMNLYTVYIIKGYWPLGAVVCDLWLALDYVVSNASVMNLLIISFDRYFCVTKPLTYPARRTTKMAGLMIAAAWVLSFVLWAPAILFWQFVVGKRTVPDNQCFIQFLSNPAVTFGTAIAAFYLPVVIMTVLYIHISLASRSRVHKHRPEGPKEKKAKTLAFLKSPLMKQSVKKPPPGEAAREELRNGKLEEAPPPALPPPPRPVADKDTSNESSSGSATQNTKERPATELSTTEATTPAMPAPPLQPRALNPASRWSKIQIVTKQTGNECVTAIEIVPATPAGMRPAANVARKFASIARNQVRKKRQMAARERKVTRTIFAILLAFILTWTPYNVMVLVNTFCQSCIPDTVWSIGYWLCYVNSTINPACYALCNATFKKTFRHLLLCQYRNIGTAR
CHO parental Ca = counter-screen for OX1R antagonists: effect in parental CHO cells; parental CHO-K1, ATP-induced calcium, Fluo-8 fluorescence; inhibition, % at 5.6 µM; 0.63% of 330,000 active; AID 463079;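 active = inhibition above that plate's mean sample inhibition plus 3 SD, cut at about 26% in these data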;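 note: 0% = ATP-challenged DMSO wells and 100% = DMSO wells without ATP; some compounds past the cut are filed as inactive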
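Test system: untransfected parental CHO cell line. Compound: one dose, 5.6 µM nominal. Detection: intracellular calcium via Fluo-8 no-wash fluorescent dye. Measure: % inhibition. Benchmarks: ATP-challenged DMSO wells low, unchallenged DMSO wells high.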
M1 ag = agonists of human M1 muscarinic receptor. P11229. 0.33% of 360,000 active. activation, % at 3 µM. CHO-K1 hM1, Fluo-8 calcium fluorescence, agonist mode; 0% DMSO, 100% acetylcholine EC100;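 active = activation above the run's mean compound activation plus 3 SD, cut at about 16% in these data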;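 note: peak over basal fluorescence ratio within a 140 s kinetic read after compound addition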
M4 antag = antagonists of human muscarinic M4 receptor (CHRM4); P08173; CHO-hM4 cells, ACh EC80, Fluo-8 calcium fluorescence; inhibition, % at 3 µM; 0.73% of 360,000 active; AID 624125;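 active = inhibition above its plate's cutoff, the mean inhibition of sample wells plus 3 SD, cut at about 27% in these data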;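 note: 0% = acetylcholine EC80 with DMSO and 100% = DMSO without agonist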
CHO-K1 Ca ag = M1 agonist counterscreen hit in parental CHO-K1 cells; Fluo-8 calcium fluorescence; scaled to maximal ATP response, vehicle zero; activation, % at 3 µM; 0.48% of 360,000 active; in the data active = activation above about 15%;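 note: untransfected CHO-K1 host cells lacking M1 receptor as counterscreen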
M1 PAM = potentiates human M1 receptor response to acetylcholine. P11229. CHO-K1 hM1, Fluo-8 calcium fluorescence, ACh EC20; 0% = ACh EC20, 100% = maximal ACh. activation, % at 3 µM. 0.088% of 360,000 active. AID 588819; in the data active = activation above about 19%, passing the limit was not always enough
CHO-K1 Ca antag = M1 antagonist counterscreen hit in parental CHO-K1 cells; ATP-induced calcium, Fluo-8 fluorescence; 0.6% of 360,000 active; inhibition, % at 3 µM; AID 602250;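 active = inhibition above a per-plate cutoff, the plate's mean sample inhibition plus 3 SD, cut at about 24% in these data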;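 note: 0% = DMSO plus EC80 ATP and 100% = DMSO alone without ATP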
OXTR potentiate = potentiates the human oxytocin receptor response; P30559; CHO-OTR cells, Fluo-8 calcium fluorescence, potentiator mode; 0% = oxytocin EC15, 100% = EC100; activation, % at 3 µM; 0.061% of 320,000 active;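 active = activation above that plate's cutoff, the mean activation of tested compounds plus 3 SD, cut at about 6.6% in these data, passing the limit was not always enough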;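 note: 100% uses oxytocin at 75 nM as the full agonist control; some results filed as inactive read as strong as hits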
Target sequence (P30559 whole entry, looked up): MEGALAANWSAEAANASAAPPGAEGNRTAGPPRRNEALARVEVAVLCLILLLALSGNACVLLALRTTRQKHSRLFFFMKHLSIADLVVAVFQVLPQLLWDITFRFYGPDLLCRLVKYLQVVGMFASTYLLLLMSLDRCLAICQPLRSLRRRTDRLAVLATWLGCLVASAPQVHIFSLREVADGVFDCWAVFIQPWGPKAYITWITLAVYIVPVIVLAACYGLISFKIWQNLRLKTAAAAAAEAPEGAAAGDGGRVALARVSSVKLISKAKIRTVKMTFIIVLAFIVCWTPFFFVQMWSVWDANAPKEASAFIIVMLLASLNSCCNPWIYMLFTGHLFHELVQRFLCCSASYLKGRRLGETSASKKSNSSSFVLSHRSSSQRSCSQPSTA
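Dosing: Single dose, 3.0 µM nominal final compound concentration | Material: Human OTR in CHO cells | Technique: Kinetic Fluo-8 calcium fluorescence | Benchmarks: EC15 oxytocin alone as 0%, 75 nM oxytocin as 100% | Probe or stimulus: Oxytocin at about EC15, sub-maximal agonist stimulus | Incubation: Compound 6 min at room temperature before oxytocin, 100 s read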
CHRM1 antagonist = blocks human M1 muscarinic receptor. P11229. CHO-K1 hM1, Fluo-8 calcium fluorescence, ACh EC80 antagonist. inhibition, % at 3 µM. 1.3% of 360,000 active;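 active = percent inhibition above its own plate's cutoff, namely the mean of that plate's compound wells plus 3 SD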;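 note: peak over basal fluorescence ratio during 140 s after agonist addition; 0% = ACh EC80 plus DMSO and 100% = DMSO alone without agonist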
* = called active by the depositor; · = not tested or not shown.

SMILES	CHRM4 agonist	CHO parental Ca	M1 ag	M4 antag	CHO-K1 Ca ag	M1 PAM	CHO-K1 Ca antag	OXTR potentiate	CHRM1 antagonist
O=C(O)CSc1nc2sc3c(c2c(=O)n1Cc1ccccc1)CCCCC3	0	3	-4	-2	-0.6	17	5	-16	-12
CCc1ccc(Nc2n[n+](-c3ccccc3)c(-c3cccc(Cl)c3Cl)s2)cc1	9	-10	-4	7	-0.1	-9	-4	-22	24
CCOc1cc(CNCCO)cc(Br)c1OCc1ccccc1	15	-7	-2	-12	3.2	3	10	-10	0
CCCn1nc(C(=O)NNC(=O)C2CSC3(C)CCC(=O)N23)c2ccccc2c1=O (stereo not given)	2	-21	-3	3	0.5	8	-3	4	-12
Cc1cccc(CSc2nnc(-c3ccco3)n2C)c1	0	5	-3	5	-0.2	14	4	-2	-10
COc1ccc(N2CCN(C(=O)CCN3C(=S)NC(C)(C)CC3C)CC2)cc1 (stereo not given)	2	-8	-3	-3	0.4	7	-17	3	-5
CCCn1c(=O)c(C(=O)NCc2ccco2)c(O)c2ccccc21	1	-5	-1	-3	0.5	5	-17	-6	-8
CCCCNc1c(C(=O)OCC)c(=O)[nH]c2ccccc12	2	-8	3	-3	1.3	2	-3	-3	-22
CC(C)C(NC(=O)c1ccc(F)cc1)C(=O)Nc1cccnc1 (stereo not given)	3	-12	-11	-2	0.8	5	1	-3	-6
COc1cc(C(=O)Nc2nnc(C(C)(C)C)s2)c([N+](=O)[O-])cc1OC	1	-8	-7	6	0.8	13	-8	-3	-10
Nc1ccc(NC(=O)NC2CCCCC2)cc1	1	-15	-8	-9	-0.3	15	-1	-6	-13
Cc1ccc(/C=C/c2ccc3cccc(O)c3n2)s1	0	-1	5	-7	-1.4	6	11	-8	-5
COc1ccc(-c2nnc(SCC(=O)Nc3cc(C)on3)o2)cc1	2	11	-4	-7	1.0	8	-19	-2	-10
CCCn1c(SCC(=O)Nc2ccc(C(=O)Nc3ccccc3OC)cc2)n[nH]c1=O	2	-13	-11	-2	0.7	5	-6	-12	-4
Cc1ccc(C(=O)NC(=C(Cl)Cl)S(=O)(=O)c2ccc(Cl)cc2)cc1	-1	-19	-5	-5	-0.3	-4	-7	0	-7
O=C(CN(C(=O)c1nsc(Cl)c1Cl)c1ccc(F)cc1)NC1CCCC1	2	-12	-5	0	0.3	7	-12	-4	-6
Nc1c(N(CCC2=CCCCC2)C(=O)COc2ccc(F)cc2)c(=O)[nH]c(=O)n1Cc1ccccc1	1	-23	-2	-5	0.1	5	-7	-9	-2
Cc1ccc(/C=C2\CCn3c2nc2cc(C(=O)O)ccc2c3=O)c(C)c1	-1	-2	1	6	1.0	15	-9	-3	-17
C=CCNC(=O)NC(=O)COC(=O)CCCSc1nc2ccccc2[nH]1	0	-1	-4	6	0.2	-3	-6	-1	11
CSc1ccc(COC(=O)c2cc([N+](=O)[O-])ccc2N2CCOCC2)cc1	5	-7	0	2	3.6	-2	-4	-11	6
CCC1Cc2[nH]c(=S)[nH]c(=O)c2C(c2ccc(Cl)cc2)O1 (stereo not given)	2	·	5	-7	0.3	17	-22	·	-40
CCCc1nc2ccc(C(=O)OC)cn2c1Cc1ccccc1	0	·	-6	-28	0.5	-3	-12	·	-8
CCc1cccc(C)c1NC(=S)N(CCN(C)C)C(C)c1cccnc1 (stereo not given)	14	-9	-1	-16	4.1	-2	-8	-7	-2
O=C(COC(=O)Cc1cccc(F)c1)NC(=O)NC1CCCCC1	0	·	-4	13	0.1	5	-5	·	-4
OCC[C@H]1C[C@@H](O)[C@H](O)[C@]2(CCc3ccccc3O2)O1	2	-4	-5	8	0.1	-6	-10	-7	17
CCOC(=O)N1CCN(c2cc(=O)n(-c3ccccc3C)c(=O)[nH]2)CC1	0	-6	-1	10	-0.1	5	5	-4	0
NC(Cc1ccc(F)cc1)c1csc(Nc2ccc(S(N)(=O)=O)cc2)n1 (stereo not given)	0	·	-1	-9	0.5	8	1	·	-11
CCCN1C=CC(=C2C(=O)c3ccccc3C2=O)C=C1	1	-9	-3	8	0.0	5	12	2	-2
COc1ccccc1CN1CC(C(=O)NCCN2CCNC2=O)CCC1=O (stereo not given)	1	3	1	-18	-0.2	23	-15	-8	-15
COCCCN1C(=O)C(CC(=O)NCc2cccc3ccccc23)CC(C(=O)N(C)C)=C1C (stereo not given)	2	·	-4	-5	-0.4	0	5	·	0
COC(=O)CCC(=O)OC1(C)C(=O)C=C2C=C(c3ccsc3)OC=C2C1=O (stereo not given)	5	-1	3	-8	0.0	16	-4	-6	-22
Cc1c(C(=O)NCCCn2ccnc2)oc2ccccc12	1	-14	-8	-2	1.2	9	-16	1	-1
COc1cc(C(=O)NC2CCCc3ccccc32)cc(OC)c1C (stereo not given)	0	-31	-5	-6	-0.1	5	-6	-2	6
COc1ccc(CCNS(=O)(=O)c2cc3c(cc2C)NC(=O)CO3)cc1OC	2	8	-1	-6	2.5	7	2	-5	-7
COc1ccc(C(NC(=O)/C=C/c2ccco2)c2ccc(OC)c(OC)c2)cc1 (stereo not given)	1	7	2	5	1.8	7	-1	-14	-8
O=C(CN(C(=O)Cn1nnc(-c2ccccc2F)n1)c1cccc2c1CCCC2)NCc1ccccc1	3	-2	-2	-5	0.4	7	12	-9	-1
COc1ccc(S(=O)(=O)NCc2ccc3c(c2)OCO3)cc1OC	1	-6	-2	-2	1.0	15	-10	-3	-22
CSc1ccc(N/N=C(/C#N)S(=O)(=O)C(C)(C)C)cc1	10	-1	1	-6	6.3	-10	10	-4	11
Cc1cc(N2C(=O)C3C4CC(c5ccccc5)C(C4)C3C2=O)no1 (stereo not given)	3	-13	-4	-4	0.9	9	0	-12	-9
CCOC(=O)C1CCN(S(=O)(=O)c2c(C)n(C)c(=O)n(C)c2=O)CC1	0	-1	-3	-6	0.2	5	6	2	-13
Nc1ccc(-n2nncc2-c2ccc(Cl)cc2)cc1	1	-5	-4	18	17*	7	3	-3	-8
COc1ccc(CC(=O)OCC(=O)NCc2ccco2)cc1OC	1	2	-2	2	1.1	6	-2	-1	-10
CC(C)Nc1nnc(SCC(=O)/C=C2\N(C)c3ccccc3C2(C)C)s1	10	-23	-7	4	7.4	-3	-17	-8	4
COCc1ccc(CN2CCc3c([nH]c4ccccc34)C2C(C)(C)C)o1 (stereo not given)	0	-24	-5	-3	-0.3	0	0	-7	3
COc1ccccc1CNC(=O)[C@H](C)NC(=O)[C@@H]1Cc2ccccc2CN1	1	-6	-5	9	0.1	5	-5	-14	-2
CCOC(=O)C1=C(c2ccccc2)NC(=O)NC1c1ccsc1 (stereo not given)	0	·	-4	5	1.0	4	-2	·	-10
O=C1NC(=O)N(C2CCCCC2)CC1Br (stereo not given)	0	·	0	-3	3.9	11	-11	·	-15
CCN(CC)c1ccc2c(c1)C(=O)N(C)C2=O	1	-12	-3	-1	0.8	12	-8	-6	-16

Profiles as entered above. Order of values: CHRM4 agonist	CHO parental Ca	M1 ag	M4 antag	CHO-K1 Ca ag	M1 PAM	CHO-K1 Ca antag	OXTR potentiate	CHRM1 antagonist
Record of `CCOC(=O)C1=C(c2ccccc2)NC(=O)NC1c1ccsc1` (stereo not given) → 0	·	-4	5	1.0	4	-2	·	-10
Record of `COCc1ccc(CN2CCc3c([nH]c4ccccc34)C2C(C)(C)C)o1` (stereo not given) → 0	-24	-5	-3	-0.3	0	0	-7	3

Going on with the list.
SMILES	CHRM4 agonist	CHO parental Ca	M1 ag	M4 antag	CHO-K1 Ca ag	M1 PAM	CHO-K1 Ca antag	OXTR potentiate	CHRM1 antagonist
COC(=O)c1ccc(C(=O)NC(=S)Nc2ccc3nc(SC)sc3c2)cc1	1	-9	-6	2	0.0	0	2	-12	13
CCCCN(C(=O)c1cccc(S(=O)(=O)N(C)c2ccc(C)cc2)c1)c1c(N)n(CCCC)c(=O)[nH]c1=O	1	-22	-1	-8	1.6	10	-1	-3	-12
Cc1ccc(N2C(=O)c3ccc(C(=O)NCCN4CCOCC4)cc3C2=O)cc1	1	-6	-3	14	0.2	0	0	-16	7
O=S(=O)(Nc1ccc2ccccc2c1)N1CCCCC1	2	·	-2	4	-0.1	5	-12	·	-19
CC(=O)NC(=S)NNC(=O)COc1ccc(Br)cc1	7	·	-2	-14	2.4	1	-18	·	2
CC1CC1C(=O)Nc1cc(C(F)(F)F)ccc1N1CCOCC1 (stereo not given)	-1	-11	-2	-5	0.9	10	-7	1	-6
CC(C)CNC(=O)C1(C)CCCN1C(=O)c1ccc2ccccc2n1 (stereo not given)	1	·	-2	-7	1.3	7	0	·	-7
COc1ccc(NC(=O)N(C)C[C@@H]2OCc3cn(nn3)CCCC(=O)N([C@@H](C)CO)C[C@H]2C)cc1	1	·	-2	-3	0.3	-6	-6	·	2
C=CCNCC(=O)N1N=C(c2ccc3ccccc3c2)CC1c1ccc(OC)cc1 (stereo not given)	19	-4	-3	8	4.0	6	-11	-6	-4
COc1ccc(C)cc1N(CC(=O)N1CCCCCC1)S(C)(=O)=O	0	-5	-5	0	1.5	12	0	-12	-18
O=C(NCc1n[nH]c(=S)n1-c1ccc(Br)cc1)c1ccc(S(=O)(=O)N2CCOCC2)cc1	1	-3	-8	3	0.8	9	-9	-14	-5
O=C1NN(c2ccccc2)C(=O)/C1=C/c1ccc(-c2ccc(Cl)c(C(=O)O)c2)o1	1	·	-2	-8	0.3	6	-4	·	-8
Cc1cc(C(=O)OCC(=O)N2CCN(C(=O)c3ccco3)CC2)c(C)n1-c1ccc(F)cc1	1	-11	-4	0	0.4	-1	-14	-11	-19
C/C=C/c1ccc2c(c1)O[C@@H](CN(C)C(=O)c1ccc(F)cc1)[C@@H](C)CN([C@H](C)CO)S2(=O)=O	2	·	-7	-8	1.2	0	-14	·	-4
O=C(NCCCC(=O)N1CCOCC1)c1cccnc1	1	-6	-2	-5	0.4	2	-14	-7	-7
CCOC(=O)[C@]12CCC=C1N(Cc1ccc3c(c1)OCO3)C(=O)[C@H](CC(=O)N1CCOCC1)C2	0	·	·	-1	0.3	·	-13	·	·
Cc1ccc2nsnc2c1S(=O)(=O)N(CCO)Cc1cc2cc3c(cc2[nH]c1=O)OCCO3	1	-6	-4	13	0.7	4	-1	-6	3
Cc1cc(-c2cc(C(=O)O)c3ccccc3n2)c(C)s1	0	-4	-4	1	-0.6	6	-7	8	-3
Cc1ccsc1CN(C)C(=O)c1ccc(Oc2ccccc2)cc1	5	-1	-6	-17	1.3	-4	-17	-11	-6
COc1ccccc1NC(=S)N(Cc1ccc(C)cc1)Cc1cccnc1	1	-20	-5	-6	0.4	2	-12	-7	-2
CC(CC(=O)O)CC(=O)Nc1ccc(S(N)(=O)=O)cc1 (stereo not given)	0	16	-2	3	0.0	3	-3	-6	-1
O=C(c1cc(Cl)ccc1[N+](=O)[O-])N1CCc2ccccc2C1	0	-6	-13	3	4.9	2	4	9	-3
Cc1cccc(NS(=O)(=O)c2ccc(-c3ccc(=O)[nH]n3)o2)c1	1	-1	0	1	0.8	10	-8	-5	-10
